Bioassay records as filed in PubChem BioAssay.
RSV CPE inhibition: inhibition of RSV-induced cytopathic effect – HEp-2 cells, primary 10 µM value included (AID 2391); 0.13% of 310,000 active; HEp-2 cells, RSV-induced CPE inhibition; higher % means a stronger effect; one-dose CPE inhibition, % at 10 µM; IC50 in µM for titrated hits; in the data active = a potency from the dose series; note: strong numbers were not always called active
Autophagy mod: modulators of autophagy; MEF GFP-LC3 puncta imaging; test concentration mostly 10 µM; calls only at 10 µM (by protocol); 0.98% of 190,000 active;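 active = percentage of spot-positive cells more than 3 SD above its plate mean, without a fluorescence outlier flag or 80% toxicity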;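 note: spot-positive cell cutoff set from DMSO-treated cells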
LYP phosphatase: PTPN22 lymphoid phosphatase activity blockers – biochemical, fluorescence intensity, uHTS (AID 1779); recombinant LYP phosphatase, fluorescence intensity; higher % means a stronger effect; inhibition, % at 11.5 µM; hits with a dose series show IC50 in µM; 0.054% of 290,000 active; in the data active = inhibition above about 50%;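 note: plate controls were vehicle with enzyme for no effect and no enzyme for full effect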
Dengue-2 NS5 capping: Dengue-2 NS5 methyltransferase inhibitors, primary screen, biochemical, confirmation dose response (AID 588689) | Dengue-2 NS5 methyltransferase capping enzyme assay, biochemical; higher % means a stronger effect | inhibition, % at 25 µM, or IC50 in µM where a hit was titrated | 0.3% of 340,000 active; in the data active = a potency from the dose series
K1F lysis inhibition: protection from phage-mediated lysis, alamar blue read-out – E. coli UTI89, K1F phage, bacterial capsule biogenesis inhibitors (AID 488966); E. coli UTI89 K1F phage lysis, alamar blue, 2 h; higher % means a stronger effect; 0.02% of 340,000 active; one-dose inhibition, % at 100 µM; IC50 in µM for titrated hits;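 active = phage lysis inhibition, versus mean bacterial control, above a set limit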;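 note: capsule biogenesis inhibitors block K1F phage lysis so surviving cells raise fluorescence; higher fluorescence means more inhibition of phage lysis; actives were called in the ten point dose series up to 300 µM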
NTR1 agonist: agonists of NTR1, primary screen, imaging, U2OS cells, beta-arrestin-GFP, high content (AID 493036); NTR1-U2OS beta-arrestin-GFP spot imaging, agonist mode; activation, % at 20 µM; 0.17% of 330,000 active;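 active = activation at or above 40% of the spot to cytoplasm intensity ratio, with at least 20 cells analyzed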;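 note: 0% = DMSO without peptide and 100% = 100 nM NTR1 peptide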
Target sequence (P30989 whole entry, looked up): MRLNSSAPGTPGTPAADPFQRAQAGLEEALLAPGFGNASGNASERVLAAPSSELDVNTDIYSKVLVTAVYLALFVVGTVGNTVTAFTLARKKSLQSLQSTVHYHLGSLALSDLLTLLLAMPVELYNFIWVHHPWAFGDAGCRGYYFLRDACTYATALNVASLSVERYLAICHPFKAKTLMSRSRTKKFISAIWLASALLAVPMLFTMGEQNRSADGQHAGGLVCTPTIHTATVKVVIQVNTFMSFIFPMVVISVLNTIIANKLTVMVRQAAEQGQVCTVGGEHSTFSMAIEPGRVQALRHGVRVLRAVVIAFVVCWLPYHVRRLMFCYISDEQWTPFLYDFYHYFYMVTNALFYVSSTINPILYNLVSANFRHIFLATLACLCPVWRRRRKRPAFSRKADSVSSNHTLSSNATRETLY
GPR35 antagonists: inhibition of zaprinast-stimulated GPR35 beta-arrestin translocation – imaging, U2OS, beta-arrestin-GFP, zaprinast agonist, primary screen (AID 2058); U2OS GPR35 beta-arrestin-GFP translocation imaging, zaprinast antagonism; higher % means a stronger effect; inhibition, % at 10 µM, or IC50 in µM where a hit was titrated; 0.052% of 290,000 active;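 active = inhibition of at least 50% with at least 30 cells and total cytoplasm GFP at most 10,000,000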
WT yeast gro inh: growth inhibition of WT yeast, mitochondrial fusion screen; mitochondrial fusion phenotypic screen, WT strain; AID 1362; 2.1% of 190,000 active; inhibition, % at 10 µM; in the data active = inhibition above about 58%; tested in S. cerevisiae
AID2073: inhibitors of Mint1-CaV2.2 protein interaction, biochemical, HTRF (AID 2073); HTRF protein-protein interaction, Mint1-CaV2.2; higher % means a stronger effect; inhibition, % at 20 µM, or IC50 in µM where a hit was titrated; 0.19% of 290,000 active; in the data active = inhibition mostly above about 51%, no sharp cut-off; note: some results filed as inactive read as strong as hits
WT yeast gro inh mutant strain: second read-out of WT yeast gro inh, no call of its own (marks repeat the call); inhibition, %; mitochondrial fusion phenotypic screen, mutant strain inhibition
Autophagy mod cell loss 18 h: also measured in Autophagy mod; calls as there; toxicity, %; measured here: cell loss, nuclei count;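 cell loss after 18 h compound exposure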
NTR1 agonist cell count 20 µM: also measured in NTR1 agonist; calls as there; cell count; measured here: cell count, cytotoxicity flag
Dengue-2 NS5 capping pilot replicate: second read-out of Dengue-2 NS5 capping, no call of its own (marks repeat the call); inhibition, %; measured here: pilot screen replicate inhibition
Starred values were filed as active, the others as inactive; i = inactive; / = not tested or not shown; [ ] = remark or other dose.

SMILES	RSV CPE inhibition	Autophagy mod	Autophagy mod cell loss 18 h	LYP phosphatase	Dengue-2 NS5 capping	K1F lysis inhibition	NTR1 agonist	NTR1 agonist cell count 20 µM	GPR35 antagonists	WT yeast gro inh	WT yeast gro inh mutant strain	AID2073	others
CCCn1nc([N+](=O)[O-])c(C(C#N)c2nc3ccccc3o2)c(Cl)c1=O (stereo not given)	9.0%	i	9	6%	35µM*	-4.8%	1.2	43	3%	3	0	3%
COc1ccc(NC(=O)NNC(=O)COc2ccc3ccccc3c2)cc1OC	1.0%	/	/	-7%	-13%	-1.4%[50 µM]	1.4	37	-15%	/	/	-1%
O=C(Nc1nc(-c2ccncc2)cs1)C1COc2ccccc2O1 (stereo not given)	-0.1%	/	/	-6%	-3%	0.2%	-1.0	69	3%	27	16	8%
CCC(=O)c1ccc(OCC(O)CN(CCc2ccccc2)Cc2ccccc2)cc1 (stereo not given)	11%	i	9	-3%	-3%	-2.6%	6.0	52	9%	-11	-5	13%
COc1ccc(CN(C(=O)c2cc3ccccc3oc2=O)C2CCS(=O)(=O)C2)cc1OC (stereo not given)	0.4%	/	/	-2%	8%	0.3%	1.7	58	-11%	/	/	5%
COc1cccc(OC)c1C(=O)NC(=O)Nc1c(C)cccc1C	-1.2%	/	/	-10%	0%	0.2%	-0.4	108	3%	/	/	17%
O=C(NCc1ccccc1F)Nc1ccc([N+](=O)[O-])cc1	1.6%	i	1	-4%	-2%	0.3%	0.3	50	-23%	-7	6	4%
Cc1csc(NC(C)c2nc3cc(C(F)(F)F)ccc3n2CCOCCO)n1 (stereo not given)	0.6%	/	/	/	-8%	1.4%	-1.2	52	/	/	/	/
Cc1ccc(NC(=O)N2CCCC2)cc1Cl	0.9%	i	-1	4%	1%	-0.1%	-0.7	90	22%	33	35	0%
O=C(CSc1ccc(F)cc1)NC12CC3CC(CC(C3)C1)C2	4.5%	i	24	2%	-6%	0.1%	-0.4	56	13%	-2	20	-2%
Cc1nc(N)nc(COc2ccccc2)n1	1.9%	/	/	-7%	-1%	0.0%	-1.1	44	5%	/	/	-2%
O=C(c1ccco1)N1CCN(c2ccc(Cl)cc2)CC1	3.2%	i	-4	1%	2%	-0.2%	-1.7	59	-2%	7	18	-1%
Cc1ccc(NC(=O)CSc2nnc(Cn3cnc4ccccc43)o2)cc1	2.5%	i	7	0%	-2%	0.0%	-0.3	95	-4%	-6	-35	1%
Cc1cc(C)cc(C(=O)NCC(=O)OCN2C(=O)c3ccccc3C2=O)c1	-0.2%	/	/	/	2%	-0.2%[50 µM]	2.4	51	/	/	/	/
OCCCCNCc1ccc(OCc2ccc(Cl)cc2Cl)cc1	-0.7%	i	11	-9%	-4%	5.2%	0.4	27	33%	32	54	-2%
CC(=O)Oc1ccc(-c2cccc(C(=O)OCC(=O)Nc3ccccc3Oc3ccccc3)c2)cc1	21%	i	12	-4%	5%	-0.5%	4.7	78	-2%	-7	-7	1%
N#CCCN1CCCc2cc(N=Nc3ccc(C(F)(F)F)cc3)ccc21	3.5%	/	/	6%	/	/	0.1	38	-7%	/	/	4%
CCC(C)Sc1nnc(-c2c[nH]c3ccccc23)n1CCOC (stereo not given)	3.1%	i	0	-1%	-1%	-0.7%	0.2	78	-2%	-16	-3	-4%
CCOc1ccc(-n2cnnn2)cc1S(=O)(=O)N1CCCCC1	1.4%	i	4	-5%	-5%	5.3%	0.0	62	16%	-3	13	-4%
CN1CCN(CCNC(=O)Nc2ccc(Cl)cc2)CC1	0.1%	/	/	-8%	-6%	0.3%	-1.3	77	-9%	/	/	2%
CCn1c(N2CCN(S(=O)(=O)CC)CC2)nc2ccccc21	3.1%	i	1	-3%	-3%	0.3%	3.5	65	-8%	-11	2	9%
COc1ccc(-c2noc(-c3ccoc3C)n2)cc1OC	-1.1%	i	18	-3%	-6%	-0.1%	-1.7	40	9%	16	7	2%
CCCCCCCN(C(=O)CCl)c1ccccc1C	1.7%	i	14	-6%	-1%	0.0%	6.0	70	-1%	-1	5	-4%
O=[N+]([O-])c1ccccc1/C=C/C=N/N1CCCCC1	3.9%	i	0	2%	-6%	-1.1%	2.2	39	4%	-7	-5	-12%
COc1c2c(cc3oc(=O)ccc13)OC(C)(C)C=C2	0.1%	/	/	4%	7%	0.6%	-2.3	92	19%	/	/	24%
O=S(=O)(c1cccc(F)c1)N1CCC(CO)(Cc2cccc(F)c2)CC1	4.7%	i	19	-5%	-6%	0.2%	4.7	40	14%	19	10	11%
O=C(NCCCO)c1nnc(Cc2c(F)cccc2Cl)o1	0.0%	i	-12	-8%	-6%	-0.6%	-1.4	85	-9%	-9	-33	2%
O=C1CN(C(=O)COC(=O)c2cnc(Cl)c(Cl)c2)c2ccccc2N1	2.5%	i	5	-2%	-6%	-0.2%	6.8	39	7%	-4	-29	0%
Cc1sc2nc(COC(=O)c3ccc(O)cc3)[nH]c(=O)c2c1C	4.9%	/	/	0%	-2%	-0.2%	1.7	42	13%	/	/	-6%
CCCn1nc(C(=O)NC2CCCCCC2)c2ccccc2c1=O	-0.7%	/	/	/	4%	-0.1%[50 µM]	0.3	67	/	/	/	/
Cc1cc(N=Cc2c(O)n(-c3cccc(C(F)(F)F)c3)c(=O)c3ccccc23)no1	4.8%	i	-3	2%	-2%	3.3%	11	44	1%	17	7	8%
CCN1C(=O)CC(NCc2ccc3c(c2)OCO3)C1=O (stereo not given)	0.1%	i	-5	-3%	-3%	-1.7%	0.5	42	-5%	2	-3	-1%
CCc1c(C)sc(NC(=O)Cn2nc(C(F)(F)F)c3c2CCCC3)c1C#N	8.6%	i	11	6%	-19%	0.8%	8.2	80	4%	4	-25	-12%	Dengue-2 NS5 capping pilot replicate=-3.3
CCCC1=Nc2cc(C(=O)NCCCN3CCN(C)CC3)ccc2Sc2ccccc21	-2.5%	/	/	-14%	-11%	0.4%	0.8	72	-5%	/	/	3%
Cn1c(CN2CCOCC2)c(C#N)c2ccccc21	0.2%	i	-6	-8%	-2%	1.6%	1.0	89	-10%	13	-8	8%
COc1ccccc1CNC(=O)Cn1nc(C)c([N+](=O)[O-])c1C	0.5%	/	/	/	-1%	-1.3%	-1.1	49	/	/	/	/
COc1ccc(NC2C=CS(=O)(=O)C2)c(OC)c1 (stereo not given)	-0.6%	i	-4	-3%	1%	0.5%	0.4	51	-9%	-9	-13	-19%
Nc1nc(CSc2ncn(-c3ccccc3)n2)cs1	0.3%	i	3	2%	-4%	0.7%	3.3	94	14%	-8	-7	-8%
Cc1ccc(N(C(C)C(=O)O)S(=O)(=O)c2cccnc2)cc1 (stereo not given)	0.9%	i	-5	-4%	0%	6.5%	1.1	54	-3%	2	1	-5%
Clc1cccc(-c2nc(NCCN3CCOCC3)c3ccccc3n2)c1	15%	i	1	-2%	-9%	0.6%	3.8	46	-24%	11	37	-4%

Entries shown so far with a furan ring, fused or not:
SMILES	RSV CPE inhibition	Autophagy mod	Autophagy mod cell loss 18 h	LYP phosphatase	Dengue-2 NS5 capping	K1F lysis inhibition	NTR1 agonist	NTR1 agonist cell count 20 µM	GPR35 antagonists	WT yeast gro inh	WT yeast gro inh mutant strain	AID2073	others
O=C(c1ccco1)N1CCN(c2ccc(Cl)cc2)CC1	3.2%	i	-4	1%	2%	-0.2%	-1.7	59	-2%	7	18	-1%
COc1ccc(-c2noc(-c3ccoc3C)n2)cc1OC	-1.1%	i	18	-3%	-6%	-0.1%	-1.7	40	9%	16	7	2%

Other entries:
SMILES	RSV CPE inhibition	Autophagy mod	Autophagy mod cell loss 18 h	LYP phosphatase	Dengue-2 NS5 capping	K1F lysis inhibition	NTR1 agonist	NTR1 agonist cell count 20 µM	GPR35 antagonists	WT yeast gro inh	WT yeast gro inh mutant strain	AID2073	others
COc1ccc(N2CCN(S(=O)(=O)c3c[nH]c(=O)[nH]c3=O)CC2)cc1	0.8%	/	/	/	0%	1.5%[50 µM]	-1.1	72	/	/	/	/
COc1ccc(S(=O)(=O)N(CC(=O)NC2CCCC2)c2ccccc2OC)cc1	3.7%	/	/	-10%	-2%	-0.5%	1.1	56	-7%	/	/	6%
CC(C)CN(C1CCS(=O)(=O)C1)S(=O)(=O)c1ccc(C(C)C)cc1 (stereo not given)	-0.7%	/	/	/	3%	0.7%	-0.9	42	/	/	/	/
CCOc1ccccc1NC(=O)CC1Nc2ccccc2NC1=O (stereo not given)	9.2%	i	-4	3%	-1%	0.2%	1.2	58	19%	-2	6	15%
CCN(CC)C(=O)Oc1cc2c(-c3cc4cccc(OC)c4o3)cc(=O)oc2cc1C	10%	/	/	-5%	-9%	0.5%	8.5	64	-32%	/	/	19%
CC1(C)CNC(=O)c2sc(N3CCOCC3)nc2C1	-1.0%	i	-2	-2%	-9%	1.4%	-1.5	52	-2%	-5	67	0%
Cc1ccc(S(=O)(=O)N/N=C\c2cn(CC(N)=O)c3ccccc23)cc1	3.7%	/	/	-8%	-2%	1.5%[50 µM]	0.0	54	-6%	/	/	4%
COc1ccc2nnc(-c3ccc(C(F)(F)F)cc3)n2n1	/	/	/	-6%	-1%	0.9%	2.3	49	-8%	/	/	-10%
Cc1ccc(N2CC(C(=O)N3CCC(C(=O)NC(C)(C)C)CC3)CC2=O)cc1 (stereo not given)	0.6%	/	/	-6%	-4%	0.2%	-1.3	37	14%	/	/	8%
Cc1cc(OCC(=O)NNC(=O)c2ccncc2)ccc1C(C)C	9.6%	/	/	/	3%	0.7%[50 µM]	-0.3	59	/	/	/	/
O=C(NC1CCCC1)C1CC(O)CN1C(=O)Nc1ccccc1 (stereo not given)	6.1%	/	/	-5%	1%	0.0%	0.8	55	1%	/	/	4%
Cc1c(Cc2ccccc2)c(=O)oc2cc(OCC(=O)NCc3ccccn3)ccc12	16%	/	/	-9%	5%	0.3%	1.6	56	1%	/	/	11%
O=C(c1ccco1)N(Cc1cccc(Cl)c1)C1CCS(=O)(=O)C1 (stereo not given)	2.9%	/	/	-14%	0%	-0.3%	0.0	69	22%	/	/	-2%
Cc1cccc(C)c1NC(=S)NCc1ccccc1	1.7%	i	-4	-7%	9%	-0.7%	1.3	44	2%	3	-5	0%
CN1CCN(C2=NC3(CCCC3)C(C#N)C(=O)N2)CC1 (stereo not given)	4.7%	i	-7	9%	-15%	1.1%	0.7	86	18%	-18	26	8%
CCOC(=O)Nc1cc2c(cc1C(C)=O)OCO2	1.3%	i	5	1%	-3%	0.1%	2.1	51	-3%	11	13	4%
Cc1ccc2cc(/C=N/NC(=O)[C@H]3C[C@@H]3c3ccccc3)c(Cl)nc2c1	4.2%	i	18	0%	-5%	0.1%	9.0	91	-6%	43	7	12%
O=C(COc1ccc(Cl)cc1)NNC(=O)CSc1nncs1	-2.5%	i	-7	-4%	-6%	0.2%	-1.3	67	-1%	-33	11	6%
